Source: PubChem
APEX1 inh = APE1 (human) endonuclease inhibition. 350,000 compounds, 0.35% hits. recombinant APE1, TAMRA/BHQ-2 abasic DNA cleavage fluorescence. Potency, µM (titrated, usually from 65.8 µM), without a hit: top-dose activity change, negative = inhibition, most hits filed as inhibitors. P27695. AID 2517;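 also: plate controls were vehicle for no effect and reference inhibitor for full effect; nearly all actives have a fitted effect of over 55% in size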
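Enzyme (0.75 nM final) and test compound are incubated 15 min at room temperature before adding 50 nM quenched THF abasic-site duplex. Cleavage dequenches TAMRA, followed at 525/598 nm over three reads one minute apart.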
BLM helicase inh = inhibitors of human Bloom syndrome helicase BLM. P54132. recombinant BLM DNA unwinding, fluorescence dequenching. Potency, µM (titrated, usually from 56.1 µM), without a hit: at the top dose activity change, negative = inhibition, usual class: inhibitors. 350,000 compounds, 0.2% hits. AID 2528;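 also: plate controls were vehicle for no effect and no enzyme for full effect; nearly all actives have a fitted effect of over 35% in size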
Target sequence (P54132 whole entry, looked up): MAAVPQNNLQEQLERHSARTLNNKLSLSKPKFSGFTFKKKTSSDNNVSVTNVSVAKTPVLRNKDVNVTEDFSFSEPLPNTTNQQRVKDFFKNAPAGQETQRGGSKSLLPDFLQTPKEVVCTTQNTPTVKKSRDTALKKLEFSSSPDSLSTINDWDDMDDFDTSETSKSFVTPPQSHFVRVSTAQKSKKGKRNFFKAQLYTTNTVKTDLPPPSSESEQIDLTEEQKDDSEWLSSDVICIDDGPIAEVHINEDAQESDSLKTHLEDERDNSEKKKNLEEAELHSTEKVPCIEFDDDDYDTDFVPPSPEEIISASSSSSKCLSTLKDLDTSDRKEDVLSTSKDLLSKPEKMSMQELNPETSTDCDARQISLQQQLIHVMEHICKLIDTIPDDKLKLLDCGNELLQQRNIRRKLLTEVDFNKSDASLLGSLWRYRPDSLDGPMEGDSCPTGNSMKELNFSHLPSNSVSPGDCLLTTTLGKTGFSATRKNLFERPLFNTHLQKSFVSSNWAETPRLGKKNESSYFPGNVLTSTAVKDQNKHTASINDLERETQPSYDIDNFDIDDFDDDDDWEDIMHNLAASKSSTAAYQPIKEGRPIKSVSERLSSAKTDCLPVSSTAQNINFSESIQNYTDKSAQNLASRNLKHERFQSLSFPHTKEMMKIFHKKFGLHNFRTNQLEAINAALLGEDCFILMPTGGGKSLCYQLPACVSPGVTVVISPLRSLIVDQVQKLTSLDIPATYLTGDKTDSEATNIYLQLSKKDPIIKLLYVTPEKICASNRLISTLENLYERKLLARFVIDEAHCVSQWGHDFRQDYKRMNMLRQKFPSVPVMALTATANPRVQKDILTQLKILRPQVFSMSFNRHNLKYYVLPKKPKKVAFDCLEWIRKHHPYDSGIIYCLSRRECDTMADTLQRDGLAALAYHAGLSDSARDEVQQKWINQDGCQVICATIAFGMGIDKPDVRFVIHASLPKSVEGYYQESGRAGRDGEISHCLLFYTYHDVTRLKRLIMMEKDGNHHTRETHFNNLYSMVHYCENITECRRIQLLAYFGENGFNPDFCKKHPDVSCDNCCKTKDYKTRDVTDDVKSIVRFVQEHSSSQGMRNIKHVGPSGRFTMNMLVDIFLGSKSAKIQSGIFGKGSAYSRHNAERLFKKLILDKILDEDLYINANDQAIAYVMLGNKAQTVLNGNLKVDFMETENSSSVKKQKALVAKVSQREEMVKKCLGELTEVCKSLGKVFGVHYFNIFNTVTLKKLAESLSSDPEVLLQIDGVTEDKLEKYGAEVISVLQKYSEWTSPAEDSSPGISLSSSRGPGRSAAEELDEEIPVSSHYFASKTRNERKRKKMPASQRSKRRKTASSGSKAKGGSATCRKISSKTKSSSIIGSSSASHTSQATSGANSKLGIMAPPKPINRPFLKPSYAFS
POLH inh = DNA polymerase eta (human) inhibition; Q9Y253; recombinant Pol eta, fluorescent DNA replication assay; Potency, µM (highest dose often 114 µM), for inactives: top-dose activity change, negative = inhibition, most hits filed as inhibitors; 390,000 compounds, 1.2% hits; also: % is scaled to controls: 0 for no effect and ±100 for the full control effect
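Pol eta (10 nM) was preincubated with compounds for 15 min at room temperature, after which fluorescent replication substrate (50 nM final) was added to start the reaction. Fluorescence was read kinetically at 0 and 10 min.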
Anesthetic bind = candidate novel general anesthetic via apoferritin binding; P02791; apoferritin/1-aminoanthracene competitive binding, fluorescence; Potency, µM (top dose mostly 77.5 µM), without a hit: at the top dose activity change, negative = displacement, usual class: inhibitors; 350,000 compounds, 0.074% hits; AID 485281; also: % is scaled to controls: 0 for no effect and ±100 for the full control effect; nearly all actives have a fitted effect of over 20% in size
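Concentration-response curves derived by four-parameter Hill fitting of normalized fluorescence, where compounds displaced 1-AMA from 10 uM horse apoferritin following a brief 10 min room-temperature incubation; propofol titration acted as positive control.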
Pol kappa inh = DNA polymerase kappa (human) inhibition | Q9UBT6 | purified Pol kappa, fluorescent DNA synthesis assay, 10 min | Potency, µM (top dose mostly 107 µM), inactives show at the highest dose activity, negative = inhibition, usual class: inhibitors | 400,000 compounds, 0.53% hits; also: % is scaled to controls: 0 for no effect and ±100 for the full control effect
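Inhibition of 10 nM Pol kappa is measured by a fluorescent read-out at 0 and 10 min following addition of 50 nM substrate (final), with a 15-min room-temperature compound preincubation.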
Pol iota inh = DNA polymerase iota (human) inhibition; Pol iota fluorescent replication assay, 10 min; Potency, µM (titrated, usually from 115 µM), for the others: top-dose activity, negative = inhibition, hits mostly inhibitors; 390,000 compounds, 1% hits; AID 588590
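Pol iota at 10 nM preincubated 15 min with compounds at room temperature; reaction started with fluorescent substrate, 50 nM final. Fluorescence read kinetically at 0 and 10 min; buffer-only wells as negative control.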
G9a inh = G9a (human) methyltransferase inhibition | Q96KQ7 | G9a H3K9 monomethylation, AlphaScreen, 2 h | Potency, µM (highest dose often 102 µM), inactives show at the highest dose activity, negative = inhibition, actives largely listed as inhibitors | 350,000 compounds, 8.8% hits | AID 504332; also: % is scaled to controls: 0 for no effect and ±100 for the full control effect; nearly all actives have a fitted effect of over 75% in size
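Using a bead-based AlphaScreen, monomethylated H3K9 product from 2 h room-temperature reactions (G9a 20 nM, peptide 500 nM, SAM 20 uM) was detected with 0.5 ug/mL rabbit anti-H3K9me1 antibody.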
BAZ2B block = blocks human BAZ2B; AlphaScreen BAZ2B-H3K14Ac peptide displacement; Potency, µM (titrated, usually from 114 µM), for the others: top-dose activity change, negative = inhibition, actives largely listed as inhibitors; 360,000 compounds, 4.4% hits; also: % is scaled to controls: 0 for no effect and ±100 for the full control effect; nearly all actives have a fitted effect of over 60% in size
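AlphaScreen displacement: compounds (up to 110uM) incubated 30 min at room temperature with a preformed 50 nM BAZ2B/50 nM biotinylated H3K14Ac peptide complex in PBS pH 7.4 with Tween-20. Donor and acceptor beads at 10 ug/mL final added, 20 min light-protected before reading.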
POLB inh = DNA polymerase beta (human) inhibition; P06746; Pol beta primer extension/strand displacement, fluorescence kinetic; Potency, µM (doses to about 114 µM), for inactives: top-dose activity change, negative = inhibition, hits mostly inhibitors; 340,000 compounds, 1.3% hits; AID 485314; also: % is scaled to controls: 0 for no effect and ±100 for the full control effect
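Human Pol beta at 10 nM; strand-displacement substrate 50 nM final. Compound exposure 15 min at room temperature before start, reaction 10 min at room temperature.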
* hit, by the source's call; ? = inconclusive; / = not tested or not shown; & = joins results of further samples; [ ] = remark or other dose. Calls follow the shape of the dose curve; as a rule, active = well fitted curve in the direction sought with a large enough effect; inconclusive = small, poorly fitted or top-dose-only effect, or another doubt; inactive = no such curve, though single readings can be large; an effect the other way counts as inactive or inconclusive. Potency is read from the fitted curve at half-maximal effect. An excerpt; the hit share may differ from the screen's.

The line under a structure holds: APEX1 inh, BLM helicase inh, POLH inh, Anesthetic bind, Pol kappa inh, Pol iota inh, G9a inh, BAZ2B block, POLB inh
COc1ccc(OC)c(CNC(=O)c2cccc(NC(=O)N3CCSc4ncccc43)c2)c1
    /, -1%, -9%, 8%, -3%, 43%[activator], -26%[59 µM], -26%, 6%
COc1ccc(C)cc1S(=O)(=O)N1CCN(S(=O)(=O)c2cc(C(=O)O)ccc2C)CC1
    3%, 0%, -4%, 6%, 13%, 5%, 5%, -14%, -1%
Cc1nc2cc(-c3ccccc3)nn2c(C)c1CCC(=O)NCc1ccco1
    -4%, 6%, -9%, -11%, 15%, -7%, ?, -37%, 6%
O=c1c(C(c2ccc(F)cc2)c2c(O)nc3n(c2=O)CCS3)c(O)nc2n1CCS2
    17%, -2%, ?, -1%, ?, ?, 25%[12.7 µM], -3%, -19%
Cc1ccc2nc(CNC(=O)C3CCC(=O)N(Cc4ccccc4F)C3)cn2c1 (configuration not stated)
    38%[activator], 1%, -16%, -5%, 0%, -5%, -8%, -16%, -1%
C[C@@H]1C(c2ccccc2)=NN(c2ccccc2)[C@H]1C(=O)N1CCOC1=O
    -19%&-3%, -12%[75.6 µM], -19%, 238%[activator][110 µM], -15%&-12%, -1%, 104%[activator], /, /
Cc1ccc(S(=O)(=O)N2CCN(Cc3cc(=O)n4ccccc4n3)CC2)cc1C
    61%[activator], /, -4%, /, 0%, -15%, 8%[2.33 µM], -29%, /
COc1ccc(COc2ccc3c(C)cc(=O)oc3c2)cc1
    29%, -5%, -17%, -10%, 0%, 22%, 72%[activator], 11%, 11%
CC(=O)c1ccc(NC(=O)CN2CCOCC2)cc1
    26%, -5%, -1%, -5%, 0%, -17%, -10%[59 µM], -36%, -2%
C/C=C\C=C/C(=O)Nc1cccc(C2=NOC3(C2)C[C@@H](C(N)=O)N(C(=O)/C=C/C=C\C)C3)c1 (some centres not stated)
    35µM*, 10µM*, 7.9µM*, -3%, 20µM*, 10µM*, ?, 79µM*, 6.3µM*
COC(=O)c1ccccc1NC(=O)C1CCN(C(=O)c2ccc(OC)cc2)CC1
    -3%, 1%, -4%, -17%, -7%, ?, 23%, -4%, 10%
O=S(=O)(c1ccccc1)N1CCN(c2ncnc3sc(-c4ccccc4)cc23)CC1
    0%, -6%, -7%, -8%, -10%, 1%, 9%[59 µM], /, 12%
Cc1ccc(S(=O)(=O)N(C)CC(=O)N2CCN(Cc3ccccc3)CC2)cc1
    -12%, -6%, -8%, -12%, -19%, -1%, /, -13%, 0%
Cc1ccc2c(c1)c1c(c(=O)n(-c3ccccc3)c(=O)n1CC(=O)N1CCCC1)n2C
    /, 2%, -7%, 7%, -11%[60.1 µM], 16%, 3%[59 µM], 3%, 14%
CN1CCC(=O)N([C@H](CO)Cc2ccccc2)CC1
    11%, 2%, -1%, -8%, 3%&-25%, 14%&17%, /, 3%[57.1 µM], 8%
Cc1ccc(C=Nc2ccccc2C(N)=O)o1
    -8%, -2%, -18%, 44%[activator], 4%, -2%, 33%[59 µM], 7%, 40%
CC(C)(Oc1ccc(Cl)cc1)C(=O)O/N=C(\N)c1ccncc1
    33%, -1%, 3%, -3%, -6%, 45%[activator], 16%, 18%, -25%
O=C(Nc1ccccc1Cl)N1CCN(C/C=C/c2ccccc2)CC1
    8%, -1%, -3%, -2%, -14%, -2%, -3%, -2%, 16%
COc1ccc(CNC(=O)c2c(C)nc3ccccn23)cc1
    2%, -12%, -1%, -5%, -4%, 8%, 5%[59 µM], 6%, -2%
O=C(NCc1ccco1)c1n[nH]c(=O)c2ccccc12
    2%, -1%, -1%, -5%, -6%, 14%, 4%, 2%, 21%
O=C(NCCc1ccccc1)c1nc2c(nnn2Cc2ccccc2Cl)c(=O)[nH]1
    5%, 3%, -10%, -8%, -12%, -3%, -2%[59 µM], 12%, 0%
CCCCCC(CC(=O)O)C(=O)O (configuration not stated)
    2%, 2%, /, 3%, -1%[60.1 µM], /, -38%[2.33 µM], /, /
CCOc1ccccc1N(C)C(=O)Cn1ncc2c([nH]c3ccc(C)cc32)c1=O
    42%, -2%, -1%, -18%, -15%, 8%, 24%, -21%, -16%
CCOC(=O)c1ccc(OCC2c3cc(OC)c(OC)cc3CCN2C(=O)Cc2ccc(F)cc2)cc1 (configuration not stated)
    /, -8%, -13%, 82%[activator], -12%[60.1 µM], 25%, -5%[59 µM], ?, 3%
N#Cc1cccc(NC(=O)C2CCCN(C(=O)c3ccc(Cl)cc3)C2)c1 (configuration not stated)
    1%, /, -20%, /, 2%, 27%, 11%[12.7 µM], 3%, /
O=C(NCc1cccs1)C1CCN(S(=O)(=O)c2ccc(Br)s2)CC1
    -4%, -2%, -6%, -11%, -3%, -1%, -4%[59 µM], 4%, 3%
Cc1cccc(Cn2c(SCc3ccc(C(=O)NCc4cccs4)cc3)nc3cccnc32)c1
    /, -5%, -1%, 4%, -17%, 1%, ?, -4%, 8%
CCOc1ccc(NC(=O)CSc2nc3nc(C)cc(C)n3n2)cc1
    45%, 0%, 7%, -6%, -8%, 8%, 57%[activator], 0%, 19%
Cc1nc2c([nH]1)C1(CCN(Cc3ccccc3)CC1)C(C#N)=C(N)O2
    -1%, -10%, -7%, -11%, -12%, 31%, 2%[12.7 µM], -2%, 6%
CCC(=O)Nc1ccc(F)c(Cl)c1
    0%, 0%, -12%, -18%, -20%, -2%, ?, -12%, 2%

Random excerpt: three entries already listed.
The line under a structure holds: APEX1 inh, BLM helicase inh, POLH inh, Anesthetic bind, Pol kappa inh, Pol iota inh, G9a inh, BAZ2B block, POLB inh
COC(=O)c1ccccc1NC(=O)C1CCN(C(=O)c2ccc(OC)cc2)CC1
    -3%, 1%, -4%, -17%, -7%, ?, 23%, -4%, 10%
O=S(=O)(c1ccccc1)N1CCN(c2ncnc3sc(-c4ccccc4)cc23)CC1
    0%, -6%, -7%, -8%, -10%, 1%, 9%[59 µM], /, 12%
Cc1nc2cc(-c3ccccc3)nn2c(C)c1CCC(=O)NCc1ccco1
    -4%, 6%, -9%, -11%, 15%, -7%, ?, -37%, 6%

4 of the compounds above, field by field.
C/C=C\C=C/C(=O)Nc1cccc(C2=NOC3(C2)C[C@@H](C(N)=O)N(C(=O)/C=C/C=C\C)C3)c1 (some centres not stated)
  APEX1 inh = 35µM* | BLM helicase inh = 10µM* | POLH inh = 7.9µM* | Anesthetic bind = -3% | Pol kappa inh = 20µM* | Pol iota inh = 10µM* | G9a inh = ? | BAZ2B block = 79µM* | POLB inh = 6.3µM*

CCOC(=O)c1ccc(OCC2c3cc(OC)c(OC)cc3CCN2C(=O)Cc2ccc(F)cc2)cc1 (configuration not stated)
  APEX1 inh = / | BLM helicase inh = -8% | POLH inh = -13% | Anesthetic bind = 82%[activator] | Pol kappa inh = -12%[60.1 µM] | Pol iota inh = 25% | G9a inh = -5%[59 µM] | BAZ2B block = ? | POLB inh = 3%

CCOc1ccccc1N(C)C(=O)Cn1ncc2c([nH]c3ccc(C)cc32)c1=O
  APEX1 inh = 42% | BLM helicase inh = -2% | POLH inh = -1% | Anesthetic bind = -18% | Pol kappa inh = -15% | Pol iota inh = 8% | G9a inh = 24% | BAZ2B block = -21% | POLB inh = -16%

O=C(NCc1ccco1)c1n[nH]c(=O)c2ccccc12
  APEX1 inh = 2% | BLM helicase inh = -1% | POLH inh = -1% | Anesthetic bind = -5% | Pol kappa inh = -6% | Pol iota inh = 14% | G9a inh = 4% | BAZ2B block = 2% | POLB inh = 21%

Further results follow.
Structure,APEX1 inh,BLM helicase inh,POLH inh,Anesthetic bind,Pol kappa inh,Pol iota inh,G9a inh,BAZ2B block,POLB inh
COc1ccc(C(=O)CSc2nnc(-c3ccco3)c(-c3ccco3)n2)cc1,18µM*,?,13µM*,?,-75%,?,8.9µM*,20µM*,13µM*
CCc1cc(C(=O)N2CCCC(CNS(=O)(=O)c3cccs3)C2)n(C)n1 (configuration not stated),6%,0%,-4%,-3%,-16%,5%,9%,8%,-4%
Cc1ccc(S(=O)(=O)NCCOc2cc(C)ccc2C)cc1,-3%,-8%,-14%,-9%,-13%,-18%,65%[activator],4%,3%
CN(CC(=O)NCC1CCCO1)S(=O)(=O)c1cc(Cl)ccc1Cl (configuration not stated),3%,0%,-10%,-2%,7%,-4%,20%,-5%,29%
O=C(/C(Br)=C/Nc1cc(Cl)ccc1Cl)C(F)(F)F,-3%,0%,-12%,-5%,-10%,-3%,10µM*,?,34%
CC1CCCCC1NC(=O)C1CCN(S(=O)(=O)c2cccc3nonc23)CC1 (configuration not stated),37%,-3%,-13%,-15%,-5%,56%[activator],0%,1%,4%
O=C(NCC1CCCO1)c1cc([N+](=O)[O-])ccc1Cl (configuration not stated),1%,-5%,-18%,2%,3%,-8%,50µM*,2%,38%
COc1cc(Br)cc2cc(S(=O)(=O)c3ccccc3)c(=O)oc12,/,-6%,-4%,-1%,3%,-16%,-44%[59 µM],-7%,39%
CCOc1cc(C)c(Cl)cc1S(=O)(=O)N(CC)CC,2%,-1%,-18%,-8%,3%,9%,-4%[2.33 µM],?,3%
